EPAC2 agonist: EPAC2 (human) agonism; 0.079% of 360,000 active; Potency, µM (titrated, usually from 154 µM), for inactives: at the highest dose activation, actives largely listed as activators; Q8WZA2; EPAC2 activation, biochemical qHTS; response scale: 100% = 6.5 mM cAMP response; further: potency means the concentration at half of the fitted maximal effect; nearly all actives have a fitted effect of over 50% in size
Target sequence (Q8WZA2 whole entry, looked up): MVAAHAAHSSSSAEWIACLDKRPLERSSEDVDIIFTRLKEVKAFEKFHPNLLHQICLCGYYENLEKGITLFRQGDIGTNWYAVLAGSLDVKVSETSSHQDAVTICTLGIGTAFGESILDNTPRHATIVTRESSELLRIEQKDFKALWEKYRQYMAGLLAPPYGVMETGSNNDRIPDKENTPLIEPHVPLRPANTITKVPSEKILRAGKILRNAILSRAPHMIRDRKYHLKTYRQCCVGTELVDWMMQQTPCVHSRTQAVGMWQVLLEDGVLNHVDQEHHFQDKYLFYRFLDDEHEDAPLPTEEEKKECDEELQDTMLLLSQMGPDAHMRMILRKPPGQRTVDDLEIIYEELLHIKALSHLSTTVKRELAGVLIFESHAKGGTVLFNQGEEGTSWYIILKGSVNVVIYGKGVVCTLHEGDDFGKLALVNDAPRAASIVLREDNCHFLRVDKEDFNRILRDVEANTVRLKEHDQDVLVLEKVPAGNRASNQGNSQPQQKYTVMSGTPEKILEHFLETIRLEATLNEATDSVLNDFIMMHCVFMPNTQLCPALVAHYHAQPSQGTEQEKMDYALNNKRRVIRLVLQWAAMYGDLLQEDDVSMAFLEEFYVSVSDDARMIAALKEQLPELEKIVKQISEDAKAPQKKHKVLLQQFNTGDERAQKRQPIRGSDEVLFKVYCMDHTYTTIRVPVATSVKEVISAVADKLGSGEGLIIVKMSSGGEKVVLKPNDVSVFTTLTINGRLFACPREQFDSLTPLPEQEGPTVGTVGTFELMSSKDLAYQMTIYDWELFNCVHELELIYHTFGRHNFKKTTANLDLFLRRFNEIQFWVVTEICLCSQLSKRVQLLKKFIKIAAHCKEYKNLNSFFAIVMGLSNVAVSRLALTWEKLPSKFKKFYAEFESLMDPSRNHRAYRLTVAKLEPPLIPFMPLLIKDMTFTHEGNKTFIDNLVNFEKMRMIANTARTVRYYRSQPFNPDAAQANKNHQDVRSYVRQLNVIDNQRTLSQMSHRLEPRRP
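Compounds were added across a concentration range to EPAC2 (100 nM), RAP1B-BODIPY-GDP (250 nM) and GDP (50 uM). After 5 min at room temperature, fluorescence was recorded at 5-min intervals for 30 min.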
EPAC2 antagonist: EPAC2 (human) antagonism | Q8WZA2 | EPAC2 GEF exchange of Rap1B-BODIPY-GDP, fluorescence | Potency, µM (top dose mostly 114 µM), inactives show top-dose activity, negative = inhibition, actives largely listed as inhibitors | 0.18% of 360,000 active | AID 720708; further: potency means the concentration at half of the fitted maximal effect; on the % scale 0 is the no-effect control and ±100 the full control effect; nearly all actives have a fitted effect of over 45% in size; many of its hits are not listed in these tables
PTHR1 ag: PTHR1 (human) receptor agonism | Q03431 | HEK293 GP2 PTHR1 cells, GloSensor cAMP luminescence, 1 h | Potency, µM (doses to about 115 µM), without a hit: at the highest dose activation, most hits filed as activators | 0.075% of 410,000 active | AID 743266; further: potency means the concentration at half of the fitted maximal effect; nearly all actives have a fitted effect of over 55% in size; some results filed as inactive show a strong effect at the top dose; inactives centre near -15; many of its hits are not listed in these tables
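HEK-293-derived GP2 cells expressing PTHR1 and a GloSensor cAMP reporter, 3,000/well, plated overnight, given luciferin plus IBMX (each 0.5 mM as added) for 1 h at 37 °C, then compound for 1 h at 37 °C. Luminescence was read after 15 min at room temperature.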
CCT modulator: changes cytosolic chaperonin activity; activity change, % (no concentration beside the values), hits read low; purified chaperonin ATPase assay, HTRF ADP detection, 30 min; 0.3% of 360,000 active; AID 651819; in the data active means activity change below about -30%; further: on the % scale 0 is the no-effect control and ±100 the full control effect
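ATPase activity: ADP formed was measured by HTRF Transcreener (665/615 nm ratio) after 30 min at 37 deg C with 10 uM ATP. Compounds screened at one 76 uM concentration against 40 or 20 nM TRiC in Tris pH 7.4/KCl/MgCl2/DTT buffer.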
Mm-Cpn inhibitor: M. maripaludis TRiC chaperonin inhibition | purified Mm-Cpn ATPase, ADP Transcreener TR-FRET | Potency, µM (top dose mostly 76.9 µM), for inactives: top-dose activity, negative = inhibition, usual class: inhibitors | 0.031% of 330,000 active | AID 504842; further: potency means the concentration at half of the fitted maximal effect; on the % scale 0 is the no-effect control and ±100 the full control effect; nearly all actives have a fitted effect of over 80% in size
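ATPase read-out: TR-FRET ADP immunoassay (anti-ADP Eu cryptate vs ADP-d2), ex 320 nm, em 590/665 nm; signal drops as ADP forms. Enzyme 25 nM, ATP 10 uM, 30 min at 37°C after 10 min compound preincubation.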
Akt phos inh: Akt phosphorylation inhibition. activity change, % for hits at 50 µM. AID 651550. 0.32% of 360,000 active. Neuro2A IGF-stimulated pAkt S473 HTRF, 20 min; hits give low values; in the data active means activity change below about -80%; inconclusive means mostly about -51% to -80%; further: on the % scale 0 is the no-effect control and ±100 the full control effect
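Neuro2A cells (4,500/well, DMEM with 0.5% FBS) were treated with compound at a single 50 µM final concentration, stimulated with 6 nM IGF for 20 min at 37 °C, and lysed. Phospho-Akt Ser473 was read by HTRF as 665/615 ratio ×10^4.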
D3 ag: D3 dopamine receptor (human) agonism; P35462; D3R DiscoveRx beta-arrestin cells, luminescence, 90 min; max activation, %; 0.58% of 410,000 active; AID 652048; in the data active means max activation above about 30%; further: 0% is about no effect; mostly tested at two doses, the higher about 12 µM
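Agonist-mode cell screen: cells plated at 1500/well and incubated overnight at 37 °C, then exposed to library compounds for 90 min at 37 °C. Detection reagent was added for 30–60 min at room temperature, and luminescence was read.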
DRD3 antagonist: antagonists of human D3 dopamine receptor; P35462; D3R cells, DiscoveRx beta-arrestin luminescence, antagonist mode; hits give low values; max response, negative = inhibition, %; 2.5% of 360,000 active; AID 652054; in the data active means max response below about -50%; inconclusive means no clear call, values can overlap the other calls; further: on the % scale 0 is the no-effect control and ±100 the full control effect; mostly tested at two doses, the higher about 12 µM
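Cells plated overnight at 1500 cells/well, then exposed to library compounds with dopamine controls for 90 minutes at 37 degrees C. DiscoveRx reagent added for 30–60 minutes at room temperature; luminescence read, quantitative HTS format.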
* marks the source's active call; other numbers are inactive results; i = inactive; ? = inconclusive; · = not tested or not shown; [ ] = dose if it differs, or a comment. Unless noted, the call rests on the fitted dose curve; in most records, active means well fitted curve in the direction sought with a large enough effect; inconclusive means small, poorly fitted or top-dose-only effect, or another doubt; inactive means no such curve, though single readings can be large; an effect the other way counts as inactive or inconclusive. This is a subset (hit frequency here may not be typical).

| structure | Akt phos inh | D3 ag | EPAC2 antagonist | CCT modulator | PTHR1 ag | DRD3 antagonist | Mm-Cpn inhibitor | EPAC2 agonist |
| --- | --- | --- | --- | --- | --- | --- | --- | --- |
| CC1CCCC(C)N1CCNC(=O)Cn1nc(-c2ccccc2)ccc1=O (configuration not stated) | · | -5 | 8% | -3.0 | i | ? | -2% | 2% |
| CN1CCN(c2nc(Nc3cccc(C(F)(F)F)c3)nc(N3CCOCC3)n2)CC1 | i | -30 | -2% | -3.0 | ? | -98* | 0% | 3% |
| CCCCN1Cc2c(nc3cc(-c4ccccc4)[nH]n3c2=O)C1=O | i | 1 | -2% | -0.8 | -14% | -6 | -1% | 2% |
| CCCn1c(N)c(N(CCOC)C(=O)c2cc(-c3ccco3)nc3ccccc23)c(=O)[nH]c1=O | i | 3 | -4% | 0.1 | -1% | -5 | -5% | 9% |
| COc1ccc(NC(=O)/C=C/c2c(Cl)nc3ccccn23)cc1 | i | 1 | 0% | -2.3 | -2% | -3 | -2% | 7% |
| CCOC(=O)C1=C(C)N(C[C@@H]2CC[C@@H](Cc3ccc(-c4ccccc4)cc3)O2)C(=O)NC1c1ccc(SCc2ccco2)c([N+](=O)[O-])c1 (some centres not stated) | i | -1 | -1% | -1.2 | -21% | 5 | -2% | 9% |
| CC(=O)N1N=C(c2ccc(C)cc2)OC1c1ccc(C)cc1 (configuration not stated) | i | -13 | 10% | 1.4 | i | 15 | 1% | 2% |
| O=C(c1ccc(Br)o1)N(Cc1ccccc1)Cc1ccccc1 | i | 2 | -24% | 0.9 | -43%[inhibitor] | 18 | 0% | 17% |

Overlap with the part before: 2 compounds, then new ones.
| structure | Akt phos inh | D3 ag | EPAC2 antagonist | CCT modulator | PTHR1 ag | DRD3 antagonist | Mm-Cpn inhibitor | EPAC2 agonist |
| --- | --- | --- | --- | --- | --- | --- | --- | --- |
| CC(=O)N1N=C(c2ccc(C)cc2)OC1c1ccc(C)cc1 (configuration not stated) | i | -13 | 10% | 1.4 | i | 15 | 1% | 2% |
| O=C(c1ccc(Br)o1)N(Cc1ccccc1)Cc1ccccc1 | i | 2 | -24% | 0.9 | -43%[inhibitor] | 18 | 0% | 17% |
| Cc1ccccc1NS(=O)(=O)c1nnc(NC(=O)c2ccc(Br)cc2)s1 | i | -6 | -3% | 0.1 | -26% | 9 | -3% | 1% |
| COc1ccc(S(=O)(=O)Nc2cc3c4c(c2)CCN4C(=O)CC3)cc1 | i | -5 | 1% | -0.8 | i | 6 | 1% | -1% |
| Cc1ccc(NS(=O)(=O)c2ccc(N3CCN(c4ccc(O)cc4)CC3)c([N+](=O)[O-])c2)c(C)c1 | i | -29 | -16% | 0.8 | -16% | 0 | 3% | 3% |
| COc1ccc(CNC(=O)CN(C)S(=O)(=O)c2ccccc2)cc1 | i | 15 | 17% | 1.8 | i | 17 | 2% | -4% |
| COc1cccc(OC)c1C(=O)NCC12CC3CC(C1)CC(CNC(=O)c1c(OC)cccc1OC)(C3)C2 | i | -7 | 3% | 0.8 | -22% | -12 | -1% | 5% |
| COc1ccc(N(C)S(=O)(=O)c2cccc(C(=O)Nc3ccc(-n4cnnn4)cc3)c2)cc1 | i | 1 | 6% | -0.2 | -26% | -23 | -5% | 13% |
| Cc1ccc(-n2ncc3c(=O)[nH]cnc32)c(C)c1 | i | 5 | 1% | 1.4 | 32%[57.5 µM] | -22 | -4% | 5% |
| CCC1CCCCN1C(=O)CSc1nnc(-c2ccco2)o1 (configuration not stated) | i | -4 | 4% | -2.2 | -26%[57.5 µM] | 20 | 1% | 6% |
| Clc1cccc(Cl)c1-c1noc(-c2ccno2)n1 | i | -12 | -28% | -0.1 | -8% | 13 | 0% | 3% |
| Cc1cc(C)n(-c2nnc(C)n2NS(=O)(=O)c2ccc(F)cc2)n1 | i | -6 | 0% | 2.1 | -23%[57.5 µM] | -20 | 1% | 16% |
| COC(=O)C1CCN(C(=O)c2ccc(Cl)c(S(=O)(=O)NCc3cccnc3)c2)CC1 | i | 17 | 3% | -2.1 | i | 18 | -1% | -3% |
| O=C(NCc1ccco1)c1nn(-c2ccccc2)c(=O)c2ccccc12 | i | 2 | 20% | -0.2 | i | -3 | -2% | 18% |
| CCOc1ccccc1OCCCC(=O)Nc1cc(S(=O)(=O)N2CCOCC2)ccc1OC | i | -10 | -3% | -1.2 | i | 2 | 2% | 6% |
| O=C(OCC#CCSc1nnc(-c2ccncc2)o1)c1cccs1 | i | 7 | 10% | -4.0 | i | 0 | 0% | 12% |
| O=C(/C=C/c1c(F)cccc1Cl)Nc1ncccn1 | i | 2 | 17% | -0.2 | i | 1 | -3% | 1% |
| CC(=O)Nc1c(Cl)c(Cl)c2c(c1Cl)Cc1cc(Cl)ccc1-2 | i | 3 | -3% | -14 | i | 21 | · | -7% |
| CC(C)Nc1nc(NC(C)C)nc(OCCOC(=O)c2ccccc2)n1 | i | -3 | -6% | -0.4 | i | 24 | -1% | 12% |
| COCCOc1cc(NC(=O)c2ccccc2)c(Cl)cc1Cl | i | 7 | 26% | 1.2 | 13% | 5 | 3% | 6% |
| C=CCn1c(O)c(N=NC(=O)c2cccnc2)c2cc(Br)ccc21 | i | -1 | 0% | -3.0 | -2% | -2 | -1% | 1% |
| O=C(COC(=O)Cc1ccc(S(=O)(=O)N2CCCCC2)s1)Nc1ccc2c(c1)OCO2 | i | 1 | -2% | 0.4 | i | 21 | -2% | 8% |
| CCCOc1ccc(-c2c(C(=O)N/N=C(\C)c3ccncc3)nnn2-c2nonc2N)cc1 | i | 1 | -1% | -0.7 | i | -1 | -1% | -5% |
| CN(C)NC(=S)NC1(C)CCS(=O)(=O)C1 (configuration not stated) | i | 4 | 1% | -0.8 | i | 12 | 1% | 6% |
| Cc1ccc(Cl)cc1N1CCN(C(=O)C2CCN(S(C)(=O)=O)CC2)CC1 | i | -10 | 5% | 0.6 | -14% | -13 | 0% | -3% |
| CCCCn1c(-c2csc(CCC)c2)n[nH]c1=S | i | 4 | -21% | -16 | i | -10 | -3% | 5% |
| O=C(O)CCC(=O)Nc1ccc(-c2nnc(-c3ccco3)o2)cc1 | i | -2 | 4% | 0.2 | -9% | 0 | -3% | -3% |
| CN(C)S(=O)(=O)c1ccc(N2CCCC2)c(C(=O)Nc2nc(-c3ccc(F)c(F)c3)cs2)c1 | i | -2 | 6% | -6.6 | -2% | 2 | -12% | 3% |
| O=C(/C=C/c1cccs1)c1cc(Br)ccc1OC(=O)N1CCOCC1 | i | -2 | 11% | 1.5 | -81%[inhibitor][57.5 µM] | -11 | -15% | 12% |
| CN1C(=O)c2oc3ccccc3c(=O)c2C1c1cccnc1 (configuration not stated) | i | 6 | -6% | 1.1 | 5% | -21 | · | -1% |
| O=C(N/N=C/c1cccs1)c1cccc2cc[nH]c12 | i | -18 | -5% | -0.3 | i | -14 | 1% | 12% |
| C1CCC(Nc2nc3nonc3nc2N2CCSCC2)C1 | i | 0 | 4% | 0.2 | 3% | -1 | 4% | 6% |
| CCCCn1c(-c2cccc(C)c2)nc2cc3[nH]c(=O)c(C(C)C)nc3cc21 | i | 14 | -9% | 0.6 | -50%[inhibitor] | 0 | -1% | -8% |
| CC1CCN(C(=O)CCCC(=O)N2CCC(C)CC2)CC1 | i | -6 | 5% | 2.0 | i | 1 | 3% | -2% |

Of the compounds above, six have two or more sulfur atoms:
| structure | Akt phos inh | D3 ag | EPAC2 antagonist | CCT modulator | PTHR1 ag | DRD3 antagonist | Mm-Cpn inhibitor | EPAC2 agonist |
| --- | --- | --- | --- | --- | --- | --- | --- | --- |
| Cc1ccccc1NS(=O)(=O)c1nnc(NC(=O)c2ccc(Br)cc2)s1 | i | -6 | -3% | 0.1 | -26% | 9 | -3% | 1% |
| O=C(OCC#CCSc1nnc(-c2ccncc2)o1)c1cccs1 | i | 7 | 10% | -4.0 | i | 0 | 0% | 12% |
| O=C(COC(=O)Cc1ccc(S(=O)(=O)N2CCCCC2)s1)Nc1ccc2c(c1)OCO2 | i | 1 | -2% | 0.4 | i | 21 | -2% | 8% |
| CN(C)NC(=S)NC1(C)CCS(=O)(=O)C1 (configuration not stated) | i | 4 | 1% | -0.8 | i | 12 | 1% | 6% |
| CCCCn1c(-c2csc(CCC)c2)n[nH]c1=S | i | 4 | -21% | -16 | i | -10 | -3% | 5% |
| CN(C)S(=O)(=O)c1ccc(N2CCCC2)c(C(=O)Nc2nc(-c3ccc(F)c(F)c3)cs2)c1 | i | -2 | 6% | -6.6 | -2% | 2 | -12% | 3% |

The listing continues.
| structure | Akt phos inh | D3 ag | EPAC2 antagonist | CCT modulator | PTHR1 ag | DRD3 antagonist | Mm-Cpn inhibitor | EPAC2 agonist |
| --- | --- | --- | --- | --- | --- | --- | --- | --- |
| Cc1cc(NC(=O)CCN2C(=O)C3C4C=CC(C4)C3C2=O)ccc1Br (configuration not stated) | i | 1 | -5% | 2.4 | -28% | 0 | 1% | 3% |
| O=C(CCN1C(=O)C2CC=CCC2C1=O)Nc1cccc(S(=O)(=O)N2CCCCC2)c1 (configuration not stated) | i | 0 | -1% | 0.7 | -11% | 23 | -4% | 10% |
| Cc1ccc(-n2nnc3c(=O)n(CC(=O)N4CCOCC4)cnc32)cc1 | i | -8 | 6% | 0.8 | -9% | -53* | 0% | 3% |
| CC1CCN(C(=O)CSc2nc3ccccc3c(=O)[nH]2)CC1 | i | -2 | 6% | -4.6 | i | 6 | -2% | 3% |
| Cc1cc(NC(=O)COC(=O)C2CC(=O)N(c3ccc(Br)cc3)C2)no1 (configuration not stated) | i | -4 | 4% | 0.9 | i | -6 | 1% | 3% |
| O=C(O)c1ccccc1-c1csc(-c2ccccc2)n1 | i | 11 | 6% | -1.3 | -25% | 4 | ? | 3% |
| NC(=O)CC(NC(=O)c1ccccc1)c1ccc(N2CCCCCC2)c([N+](=O)[O-])c1 (configuration not stated) | i | 7 | -8% | -7.0 | -20% | -23 | 0% | 14% |
| O=C(CN(Cc1ccco1)C(=O)CNS(=O)(=O)c1ccc(Cl)cc1)NCc1ccco1 | i | -7 | 12% | -1.3 | -6% | 12 | -1% | 4% |

Assay outcomes deposited in PubChem BioAssay by National Center for Advancing Translational Sciences (NCATS).
